Screening data (PubChem)
APEX1 inh: inhibitors of human APE1 endonuclease; recombinant APE1, TAMRA/BHQ-2 abasic DNA cleavage fluorescence; P27695; Potency, µM (doses to about 65.8 µM), inactives show at the top dose activity change, negative = inhibition, actives largely listed as inhibitors; AID 2517; 350,000 compounds, 0.35% hits;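 note: potency is the fitted concentration of half-maximal effect; plate controls were vehicle for no effect and reference inhibitor for full effect; nearly all actives have a fitted effect of over 55% in size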
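APE1 at 0.75 nM final was preincubated with compound 15 min at room temperature, then 50 nM double-stranded THF abasic-site substrate (5'-TAMRA/3'-BHQ-2) was added. Fluorescence (ex 525/em 598 nm) was read kinetically; third-minus-first read gave activity.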
POLK inh: DNA polymerase kappa (human) inhibition; Q9UBT6; purified Pol kappa, fluorescent DNA synthesis assay, 10 min; Potency, µM (titrated, usually from 107 µM), for inactives: top-dose activity, negative = inhibition, actives largely listed as inhibitors; 400,000 compounds, 0.53% hits; AID 588579; note: potency is the fitted concentration of half-maximal effect; % is set by controls: 0 for no effect and ±100 for the full control effect
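Activity was followed as the change in fluorescence between reads at 0 and 10 min after starting the reaction with 50 nM substrate. Beforehand, 10 nM polymerase had been preincubated with compound for 15 min at room temperature.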
Anesthetic bind: candidate novel general anesthetic via apoferritin binding. AID 485281. 350,000 compounds, 0.074% hits. Potency, µM (series often up to 77.5 µM), inactives show top-dose activity change, negative = displacement, most hits filed as inhibitors. apoferritin/1-aminoanthracene competitive binding, fluorescence; note: potency is the fitted concentration of half-maximal effect; % is set by controls: 0 for no effect and ±100 for the full control effect; nearly all actives have a fitted effect of over 20% in size
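Concentration-response curves derived by four-parameter Hill fitting of normalized fluorescence, where compounds displaced 1-AMA from 10 uM horse apoferritin following a brief 10 min room-temperature incubation; propofol titration acted as positive control.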
POLH inh: blocks human DNA polymerase eta activity; Q9Y253; Potency, µM (titrated, usually from 114 µM), without a hit: at the top dose activity change, negative = inhibition, usual class: inhibitors; AID 588591; 390,000 compounds, 1.2% hits; recombinant Pol eta, fluorescent DNA replication assay; note: potency is the fitted concentration of half-maximal effect; % is set by controls: 0 for no effect and ±100 for the full control effect
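Pol eta at 10 nM preincubated with compounds 15 min at room temperature; reaction started with fluorescent substrate (50 nM final) and read kinetically at 0 and 10 min.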
POLB inh: inhibitors of human DNA polymerase beta; Pol beta primer extension/strand displacement, fluorescence kinetic; Potency, µM (top dose mostly 114 µM), for inactives: at the highest dose activity change, negative = inhibition, actives largely listed as inhibitors; 340,000 compounds, 1.3% hits; note: potency is the fitted concentration of half-maximal effect; % is set by controls: 0 for no effect and ±100 for the full control effect
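Preincubation: enzyme (10 nM) with compound, 15 min, RT. Reaction: substrate added to 50 nM final. Reads: 0 and 10 min. Analysis: normalized, Hill fit.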
Pol iota inh: DNA polymerase iota (human) inhibition; Q9UNA4; Pol iota fluorescent replication assay, 10 min; Potency, µM (titrated, usually from 115 µM), without a hit: at the top dose activity, negative = inhibition, hits mostly inhibitors; 390,000 compounds, 1% hits; AID 588590; note: potency is the fitted concentration of half-maximal effect
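Fluorescent replication assay read twice, at 0 min and 10 min after adding 50 nM (final) substrate. Enzyme (10 nM) and compounds were first incubated 15 min at room temperature; enzyme-free buffer wells were negative controls.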
RXFP1 antag: antagonists of human relaxin receptor RXFP1; Q9HBX9; HEK293-RXFP1, relaxin-stimulated cAMP HTRF, 30 min; active compounds read low; activity change, negative = inhibition, % at 57.5 µM; 350,000 compounds, 0.59% hits; AID 1259400;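 active = activity change of -60% or lower, but not beyond a set lower limit; inconclusive = change between -60% and -40%, or beyond the set limit; inactive = change above -40%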; note: % is set by controls: 0 for no effect and ±100 for the full control effect
BLM helicase inh: inhibitors of human Bloom syndrome helicase BLM | Potency, µM (doses to about 56.1 µM), for inactives: at the highest dose activity change, negative = inhibition, actives largely listed as inhibitors | 350,000 compounds, 0.2% hits | AID 2528 | recombinant BLM DNA unwinding, fluorescence dequenching | P54132;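 note: potency is the fitted concentration of half-maximal effect; plate controls were vehicle for no effect and no enzyme for full effect; nearly all actives have a fitted effect of over 35% in size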
Target sequence (P54132 whole entry, looked up): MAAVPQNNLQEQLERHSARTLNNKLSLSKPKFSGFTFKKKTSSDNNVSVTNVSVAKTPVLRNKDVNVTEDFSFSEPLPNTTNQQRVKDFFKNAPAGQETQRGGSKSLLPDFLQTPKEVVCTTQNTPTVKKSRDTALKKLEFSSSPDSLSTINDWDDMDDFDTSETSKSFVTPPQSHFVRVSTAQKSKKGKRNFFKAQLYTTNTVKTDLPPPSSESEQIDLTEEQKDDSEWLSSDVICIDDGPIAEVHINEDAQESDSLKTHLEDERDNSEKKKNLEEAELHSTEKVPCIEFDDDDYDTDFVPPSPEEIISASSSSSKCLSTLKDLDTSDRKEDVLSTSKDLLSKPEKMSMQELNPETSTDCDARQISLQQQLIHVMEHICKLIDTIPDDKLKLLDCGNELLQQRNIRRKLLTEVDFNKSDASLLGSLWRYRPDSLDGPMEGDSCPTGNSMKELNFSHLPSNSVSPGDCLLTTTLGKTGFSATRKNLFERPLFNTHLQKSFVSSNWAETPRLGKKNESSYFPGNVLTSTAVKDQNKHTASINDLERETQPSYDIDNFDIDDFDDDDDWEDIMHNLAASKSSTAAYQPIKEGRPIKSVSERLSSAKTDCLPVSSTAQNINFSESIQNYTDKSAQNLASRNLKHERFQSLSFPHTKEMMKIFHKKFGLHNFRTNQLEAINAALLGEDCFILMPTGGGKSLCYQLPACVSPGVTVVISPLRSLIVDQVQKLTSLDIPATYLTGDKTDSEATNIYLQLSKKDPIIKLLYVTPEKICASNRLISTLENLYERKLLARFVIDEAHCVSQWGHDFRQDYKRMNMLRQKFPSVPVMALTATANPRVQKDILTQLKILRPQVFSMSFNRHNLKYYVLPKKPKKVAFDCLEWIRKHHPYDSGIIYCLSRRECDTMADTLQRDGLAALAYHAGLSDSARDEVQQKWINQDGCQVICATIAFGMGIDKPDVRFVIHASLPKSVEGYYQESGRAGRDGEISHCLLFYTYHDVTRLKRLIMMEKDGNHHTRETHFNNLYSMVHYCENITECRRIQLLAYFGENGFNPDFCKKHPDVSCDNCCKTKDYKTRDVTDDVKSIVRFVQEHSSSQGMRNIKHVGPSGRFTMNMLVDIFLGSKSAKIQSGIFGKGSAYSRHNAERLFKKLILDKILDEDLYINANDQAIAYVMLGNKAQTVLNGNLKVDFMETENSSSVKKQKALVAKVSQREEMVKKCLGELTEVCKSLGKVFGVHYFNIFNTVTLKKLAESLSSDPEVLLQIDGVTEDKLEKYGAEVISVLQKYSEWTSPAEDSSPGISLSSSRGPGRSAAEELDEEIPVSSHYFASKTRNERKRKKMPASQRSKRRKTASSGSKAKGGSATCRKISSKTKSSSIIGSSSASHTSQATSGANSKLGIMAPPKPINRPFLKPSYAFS
PGK inhibitor: T. brucei PGK inhibition; 380,000 compounds, 0.043% hits; Potency, µM (highest dose often 57.5 µM), for the others: top-dose activity change, negative = inhibition, actives largely listed as inhibitors; PGK/GAPDH coupled, Kinase-Glo luminescence, 60 min; P07378; note: potency is the fitted concentration of half-maximal effect; % is set by controls: 0 for no effect and ±100 for the full control effect; nearly all actives have a fitted effect of over 60% in size
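Recombinant glycosomal PGK reaction used 1,3-bisphosphoglycerate generated in-well by GAPDH (100nM final) in 100mM TEA pH 7.6, 5mM MgCl2, 0.01% Tween-20. After 60 minutes at room temperature, ATP was read by Kinase-Glo Plus luminescence end-point.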
* hit, by the source's call; i = inactive; ? = inconclusive; . = no result given; [ ] = remark or other dose. Unless noted, calls come from the whole dose curve; as a rule, active = well fitted curve in the direction sought with a large enough effect; inconclusive = small, poorly fitted or top-dose-only effect, or another doubt; inactive = no such curve, though single readings can be large; an effect the other way counts as inactive or inconclusive. The list is partial; rates above refer to the full screens.

SMILES	APEX1 inh	POLK inh	Anesthetic bind	POLH inh	POLB inh	Pol iota inh	RXFP1 antag	BLM helicase inh	PGK inhibitor
CC12CCC(=O)C=C1CCC1C3CC(O)C(O)(C(=O)CO)C3(C)CC(O)C12F (stereo not given)	.	5.2%	.	-18.5%	.	5.5%	7.2	.	3.9%
Cc1cccc(-n2ccnc2SCC(=O)Nc2cc(C)on2)c1	-2.5%	-2.7%	-3.5%	-18.1%	4.1%	13.2%	6.9	-2.0%	-3.7%
Cc1ccc(C(=O)COC(=O)c2cccc(NC(=O)c3ccc([N+](=O)[O-])cc3[N+](=O)[O-])c2)cc1	-12.8%	-5.2%	?	-0.4%	21.7%	0.9%	-3.6	3.1%	-6.5%
COc1ccc(NC(=O)CN(C)CC(=O)NCC2CCCCC2)cc1	17.4%	-3.4%	.	-9.9%	.	-14.8%	8.4	.	-8.1%
COc1ccccc1/C=C/C(=O)c1cc(Br)ccc1OC(=O)c1ccco1	.	-22.7%	.	4.1%	.	-5.8%	-3.7	.	-3.6%
O=c1c(O[C@@H]2O[C@H](CO)[C@@H](O)[C@H](O)[C@H]2O)c(-c2ccc(O)c(O)c2)oc2cc(O)cc(O)c12	?	.	-12.0%	.	1.78µM*	.	.	-3.2%	.
Cc1cccn2c(Nc3ccccc3)c(-c3ccc(N4CCOCC4)cc3)nc12	.	0.0%	-10.2%	-5.6%	20.4%	16.3%	-9.0	7.2%	-7.3%
COC(=O)C1CN(C(=O)C(C)Oc2cc(C)ccc2C(C)C)c2ccccc2O1 (stereo not given)	3.2%	-11.0%	-1.8%	-10.5%	1.3%	126.6%[activator]	-21.7	-10.9%	12.3%
Cc1csc(SCC(=O)NCc2cccs2)n1	-0.7%	-11.9%	-8.8%	9.7%	0.9%	-10.1%	-13.0	-0.3%	2.6%
CC(O)(CS(=O)(=O)Cc1ccccc1)c1ccc(Cl)cc1 (stereo not given)	33.4%	1.8%	2.3%	?	-17.3%	22.2%	-0.2	-5.4%	6.2%
COCCCNC(=O)c1ccc2c(c1)nc1n2CCCCC1	.	-3.7%[60.1 µM]	4.5%	-11.8%	11.1%	7.6%	-3.2	-1.1%	3.5%
Cc1cc(C)c2c(n1)sc1c(=O)n(Cc3ccccc3Cl)nnc12	-0.3%	-27.0%	-15.3%	-6.0%	0.3%	6.4%	2.6	-1.6%	-1.6%
COc1ccc(-c2ccc(/C=N/NC(=O)c3cccnc3)o2)c([N+](=O)[O-])c1	?	-1.2%	-1.8%	-6.9%	?	70.9%[activator]	-11.4	-14.2%	-11.7%
COc1cc2c3cc1OCc1c(O)c(OC)cc4c1C(Cc1ccc(cc1)Oc1cc(ccc1O)CC3N(C)CC2)N(C)CC4 (stereo not given)	-0.6%	-11.1%	-0.7%	.	.	-6.1%	.	3.3%	.
O=C(N/N=C/c1cccnc1)c1ccc(NC(=O)c2ccccc2Cl)cc1	-4.8%	-8.1%	-2.9%	1.9%	-1.5%	131.5%[activator]	1.8	-15.0%	2.7%
O=C(NC(=S)Nc1cccnc1Cl)c1ccco1	-0.8%	-15.2%	-6.2%	-3.6%	3.9%	4.7%	4.4	-3.1%	-13.9%
O=C(OCC(=O)N1CCN(C(=O)COC(=O)c2ccncc2)CC1)c1ccncc1	1.2%	-15.4%	-4.6%	-2.3%	-2.1%	16.8%	-3.4	-3.3%	-4.7%
CN1CCN(C(=O)c2cc(=O)c3cc(Cl)cc(Cl)c3o2)CC1	28.7%	-15.6%	-4.7%	-12.5%	21.4%	42.8%[activator]	3.9	-2.5%	-2.0%
O=S(=O)(c1ccc(NC(=S)NCc2ccc(F)cc2)cc1)N1CCOCC1	-7.0%	-19.6%	?	-17.3%	39.7%	8.6%	-4.1	-4.1%	7.4%
O=c1oc2ccc(F)cc2c2c1C1O[C@](c3ccsc3)(Cc3c1ccc1ccccc31)O2	?	.	-18.6%[15.3 µM]	.	10µM*	.	.	-5.8%[12.4 µM]	.
Cc1cc(C)n(-c2ccc(C(=O)OCC(=O)NCc3ccc(Cl)cc3)cc2)n1	-6.7%	-20.5%[60.1 µM]	-8.8%	-9.1%	0.3%	44.1%[activator]	-10.5	-0.3%	1.4%
Cc1cc(C)cc(NC(=O)c2cc(S(=O)(=O)NCCC3=CCCCC3)ccc2F)c1	.	-11.6%[60.1 µM]	?	-0.6%	-8.9%	17.8%	-18.8	-12.3%	0.4%
COC(=O)c1cc(-c2ccccc2)n(CC(=O)O)c1C	8.9%	-13.7%	-1.9%	-18.6%	0.5%	-2.7%	-2.7	8.4%	i
CCOc1ccccc1N(C)C(=O)NCc1noc2ccccc12	.	1.7%	-4.5%	-16.6%	27.4%	20.1%	-15.6	9.4%	-3.5%
COC(=O)c1ccc2c(=O)[nH]c(CN3c4ccccc4CC3C)nc2c1 (stereo not given)	1.2%	-8.1%	?	-16.5%	7.4%	55.9%[activator]	0.9	-4.4%	2.0%
CC(C)N(CC#CCC1(O)c2ccccc2-c2ccccc21)CCO	?	-5.2%	4.8%	-14.1%	-1.3%	25.4%	-16.1	7.5%	.
CCN1C(c2ccccc2)C(C)C(=O)C(C)C1c1ccccc1 (stereo not given)	-5.4%	2.3%	-7.2%	-10.8%	-0.4%	-6.9%	-2.3	-5.3%	-5.6%
O=C(Nc1cccc(C(=O)N2CCN(c3cccc(Cl)c3)CC2)c1)c1nsc2ccccc12	.	-4.6%[60.1 µM]	-6.5%	-14.0%	17.2%	10.9%	-36.5	-6.5%	-10.9%
Cc1ccc(S(=O)(=O)N(C)c2ccc(OCC(=O)Nc3ccc(S(C)(=O)=O)cc3)cc2)cc1	.	-3.9%	.	-16.4%	.	6.9%	-3.3	.	1.8%
Cc1ccc(NC(=O)CSc2nnc(-c3ccncc3)o2)cc1C	2.7%	-6.5%	-4.0%	-1.5%	10.0%	38.8%[activator]	-1.7	-2.2%	-1.2%
Cc1ccc(NC(=O)COC(=O)C2CSC3(C)CCC(=O)N23)cc1S(=O)(=O)N1CCOCC1 (stereo not given)	-6.9%	-3.0%	-11.6%	5.2%	-17.8%	4.1%	-10.7	-9.0%	5.8%
CCN(CC(=O)Nc1ccc(NC(C)=O)cc1)C(=O)CCN1C(=O)c2cccc([N+](=O)[O-])c2C1=O	-1.3%	-6.6%	-10.4%	3.2%	42.4%	26.6%	5.4	-0.3%	7.7%
Cc1noc(C)c1-c1nc(CSc2ccccc2)no1	-0.1%	1.5%	-2.3%	-11.4%	0.4%	56.2%[activator]	-5.3	-5.4%	i
CC(=O)O[C@@H]1C[C@H]2C(C)=C[C@H]3OC(=O)[C@@H](C)[C@H]3C[C@H]2[C@]1(C)O	-0.6%	-2.2%	-2.2%	-10.1%	15.1%	0.8%	.	-2.9%	6.0%
Cc1onc(-c2c(F)cccc2Cl)c1C(=O)NC1CC1	11.8%	-1.2%	-3.4%	-11.8%	30.1%	7.0%	0.2	-2.7%	i
Cc1nc2c(c(=O)n1CCC1=CCCCC1)c1nc3ccccc3nc1n2/N=C/c1ccccc1	-9.8%	-19.7%	-12.8%	-0.3%	5.1%	-1.7%	3.2	-4.5%	-0.2%

Some of the entries so far, bar-delimited.
structure | APEX1 inh | POLK inh | Anesthetic bind | POLH inh | POLB inh | Pol iota inh | RXFP1 antag | BLM helicase inh | PGK inhibitor
Cc1cccc(-n2ccnc2SCC(=O)Nc2cc(C)on2)c1 | -2.5% | -2.7% | -3.5% | -18.1% | 4.1% | 13.2% | 6.9 | -2.0% | -3.7%
Cc1ccc(C(=O)COC(=O)c2cccc(NC(=O)c3ccc([N+](=O)[O-])cc3[N+](=O)[O-])c2)cc1 | -12.8% | -5.2% | ? | -0.4% | 21.7% | 0.9% | -3.6 | 3.1% | -6.5%
COc1ccc(NC(=O)CN(C)CC(=O)NCC2CCCCC2)cc1 | 17.4% | -3.4% | . | -9.9% | . | -14.8% | 8.4 | . | -8.1%
COc1ccccc1/C=C/C(=O)c1cc(Br)ccc1OC(=O)c1ccco1 | . | -22.7% | . | 4.1% | . | -5.8% | -3.7 | . | -3.6%
O=c1c(O[C@@H]2O[C@H](CO)[C@@H](O)[C@H](O)[C@H]2O)c(-c2ccc(O)c(O)c2)oc2cc(O)cc(O)c12 | ? | . | -12.0% | . | 1.78µM* | . | . | -3.2% | .

(continued)
SMILES	APEX1 inh	POLK inh	Anesthetic bind	POLH inh	POLB inh	Pol iota inh	RXFP1 antag	BLM helicase inh	PGK inhibitor
C/C(=N\NC(=O)Cn1nc(C)c([N+](=O)[O-])c1C)c1ccco1	0.0%	-2.0%	0.0%	-5.4%	1.7%	-12.3%	-11.2	-2.1%	-3.0%
CCOC(=O)Cc1csc(SCC(=O)N2CCN(c3ccc(OC)cc3)CC2)n1	-5.5%	-0.6%	-4.3%	-5.9%	2.9%	1.3%	25.5	-3.2%	-2.7%
COc1ccc(Cl)cc1C(Nc1cccnc1)c1ccc2cccnc2c1O (stereo not given)	-9.4%	-15.7%	-19.7%	-11.4%	-16.3%	41.0%[activator]	-13.8	-10.6%	-2.7%
O=C(CCc1ccccc1)NCCc1csc(-c2cccc(F)c2)n1	.	-2.4%[60.1 µM]	-3.8%	-26.0%	1.1%	25.7%	-9.0	2.0%	-6.0%
Oc1c(C=NCc2ccc(F)cc2)[nH]c2ccc(Br)c(Cl)c12	5.6%	.	?	.	18.9%	.	.	-7.6%	.
CCOC(=O)c1c(NC(=O)C2C3CCC(O3)C2C(=O)O)sc(C)c1-c1ccc(F)cc1 (stereo not given)	-8.1%	-6.0%	-11.2%	-17.8%	5.3%	3.1%	-2.5	1.6%	-5.1%
COc1ccc(C(=O)NC(=S)NNC(=O)CNC(=O)C2CCCCC2)cc1	-10.1%	-4.7%	?	7.2%	?	70.2%[activator]	4.1	-6.1%	4.2%
C[C@@H]1CN([C@H](C)CO)C(=O)c2cc(NS(=O)(=O)c3cn(C)cn3)ccc2O[C@@H]1CN(C)S(C)(=O)=O	20.6%	9.7%	.	-11.6%	.	52.5%[activator]	.	.	i
CN(C)c1ccc(NC(=O)COC(=O)c2cc(Cl)ccc2[N+](=O)[O-])cc1	-7.4%	-13.2%	-1.3%	?	17.2%	-2.6%	2.1	-4.5%	-8.6%
